Assay outcomes from PubChem BioAssay.
KDM4C inh – KDM4C (human) demethylase inhibition; Q9H3R0; GST-KDM4C 2-372, H3K9me3 peptide, LANCE TR-FRET; inhibition, % at 12.5 µM; hit rate 0.15% among 96,000; AID 720574;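 active = mean replicate inhibition above about 25%, with at least 55% of replicates also reaching it, limit read from the data, passing the limit was not always enough; inconclusive = only one of those two conditions met; inactive = neither condition met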
Target sequence (Q9H3R0 2-372 limits assumed): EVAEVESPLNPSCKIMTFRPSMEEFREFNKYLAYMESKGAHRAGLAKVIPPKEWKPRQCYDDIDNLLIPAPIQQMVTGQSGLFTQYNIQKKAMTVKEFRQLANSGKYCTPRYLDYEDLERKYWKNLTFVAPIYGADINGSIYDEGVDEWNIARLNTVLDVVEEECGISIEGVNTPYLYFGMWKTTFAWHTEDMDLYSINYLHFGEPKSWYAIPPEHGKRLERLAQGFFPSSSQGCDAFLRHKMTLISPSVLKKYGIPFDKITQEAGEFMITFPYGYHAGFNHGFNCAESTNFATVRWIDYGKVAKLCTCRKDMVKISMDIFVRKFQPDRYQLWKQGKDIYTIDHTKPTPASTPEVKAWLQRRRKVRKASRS
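material = GST-tagged GASC-1 (JMJD2C) catalytic fragment, aa 2-372 | amount = enzyme final amount 10 nM | medium = HEPES buffer, pH 7.5, plus ascorbate | also added = H3K9me3 peptide substrate, Fe(II), 2-oxoglutarate | dosing = single dose | times = 30 min demethylation and 1 h detection at room temperature | detection = LANCE TR-FRET | read-out basis = Fall in 671/618 emission ratio as inhibition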
Pf Dd2 growth – blocks growth of Plasmodium falciparum Dd2 parasites; P. falciparum Dd2 growth, SYBR Green, 72 h; stronger effect = lower value; activity change, % at 10 µM; hit rate 2.3% among 94,000; in the data active = activity change below about -80%; inconclusive = no clear call, values can overlap the other calls
T cruzi growth – T. cruzi proliferation inhibition; T. cruzi beta-gal in NIH3T3, GalScreen luminescence, 90 h; inhibition, % at 8.34 µM; hit rate 5.9% among 77,000; AID 624255;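 active = mean inhibition above about 93%, with at least 55% of replicates each passing it, limit read from the data, passing the limit was not always enough; inconclusive = only one of those two conditions holds; inactive = neither condition holds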
C diff growth – C. difficile growth inhibition; AID 1259249; Clostridium difficile clinical isolate growth, OD600, 24 h; stronger effect = lower value; hit rate 0.25% among 86,000; growth activity, negative = inhibition, % at 16 µg/mL (by protocol);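 active = mean growth activity at or below -80% and every replicate also at or below -80%; inconclusive = mean at or below -80% but some replicate above -80%; inactive = mean growth activity above -80%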;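 also: 0% = DMSO wells and -100% = levofloxacin 16 µg/mL wells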
Active calls of the source: *; ? = inconclusive; nt = no result given; & = joins results of further samples.

Order of results – KDM4C inh	Pf Dd2 growth	T cruzi growth	C diff growth
CN(C)C(=O)c1cccc(-c2ccc([C@@H]3[C@@H](CO)N(C(=O)C4CC4)[C@H]3C#N)cc2)c1
    -1.1	6	-9	-9
CCC(=O)N1CC(=O)N2[C@@H](CO)[C@H](c3ccc(-c4cccnc4)cc3)[C@@H]2C1
    -0.9	20	nt	2
O=C(C1CCOCC1)N1CC(=O)N2[C@H](CO)[C@@H](c3ccc(C#CCc4ccccc4)cc3)[C@H]2C1
    -0.2	-25	nt	10
O=C(c1ccccn1)N1CC(=O)N2[C@@H](CO)[C@H](c3ccc(C#Cc4ccccc4)cc3)[C@@H]2C1
    0.2	11	nt	-6
O=C(C[C@@H]1CC[C@H](NC(=O)NC2CCCCC2)[C@H](CO)O1)NCc1ccc(F)cc1
    -0.2	8	nt	-1
O=C(Nc1ccc(C(F)(F)F)cc1)N1[C@@H]2CNC[C@H]1C2c1ccc(-c2ccncc2)cc1 (some centres undefined)
    -1.6&0.9	27&-35	nt	-2&10
O=S(=O)(N[C@@H]1CC[C@H](CCn2cc(-c3ccccn3)nn2)O[C@H]1CO)c1cccc(Cl)c1
    1.3	-62	-20	nt
CC=Cc1ccc2n(c1=O)C[C@@H]1[C@@H](CO)[C@H](C(=O)N[C@H](C)c3ccccc3)[C@H]2N1Cc1cccnc1 (mixture of isomers)
    0.6	-25	26	-2
C[C@@H]1CCCCO[C@H](CN(C)C(=O)Nc2ccc(F)cc2)[C@@H](C)CN([C@@H](C)CO)C(=O)c2cc(NS(=O)(=O)c3ccc(F)cc3)ccc2O1
    3.6	?	90	-3
COCC(=O)N1CC[C@@H]2[C@H]1c1cc(-c3ccc(OC)cc3)ccc1N(C)[C@H]2CO
    3.9	20	32	-6
COc1ccc(CN(C)C[C@H]2OCCCC[C@@H](C)Oc3ccc(NC(=O)Nc4c(C)noc4C)cc3C(=O)N([C@@H](C)CO)C[C@H]2C)cc1
    -0.3	-30	14	0
O=C(N[C@@H]1CC[C@@H](CCNC(=O)c2ccccc2F)O[C@H]1CO)c1cnccn1
    0.1	-11	-10	nt
COc1cccc(-c2ccc3c(c2)[C@H]2[C@H](CCN2S(=O)(=O)c2ccccc2F)[C@H](CO)N3)c1
    0.3	-1	84	39
CS(=O)(=O)Nc1ccc2c(c1)[C@H]1C[C@H](CC(=O)N3CCc4ccccc4C3)O[C@H](CO)[C@H]1O2
    8.7	-13	nt	-4
Cc1noc(C)c1S(=O)(=O)Nc1ccc2c(c1)C(=O)N([C@H](C)CO)C[C@H](C)[C@H](CN(C)Cc1ccccc1)O2
    9.8	-7	8	-1
COc1ccc2c3c([nH]c2c1)[C@H](CO)N(Cc1nccs1)CC31CCN(Cc2cccnc2)CC1
    0.5	-59	nt	29
N#C[C@H]1[C@@H](c2ccccc2C2=CCCCC2)[C@@H](CO)N1C(=O)CN1CCOCC1
    0.0	15	nt	-16
COCC(=O)N1C[C@@H](C)[C@H](OC)CN(C)C(=O)c2cc(NC(=O)c3ccc(OC)cc3)ccc2OC[C@H]1C
    -0.4	-68	-1	nt
CC(C)NC(=O)N(C)C[C@@H]1Oc2ccc(NC(=O)C3CCCCC3)cc2CC(=O)N([C@@H](C)CO)C[C@H]1C
    0.5	1	-19	-3
COc1ccccc1C#Cc1ccc2c(c1)O[C@H](CN(C)Cc1ccncc1)[C@@H](C)CN([C@@H](C)CO)S2(=O)=O
    0.8	-77	127*	-5
C[C@@H]1CCCCO[C@H](CN(C)C(=O)Nc2ccccc2)[C@@H](C)CN([C@H](C)CO)C(=O)c2cc(NC(=O)c3ccccc3)ccc2O1
    -1.0	-26	47	nt
COCC(=O)N(C)C[C@H]1[C@H](c2ccc(-c3ccccc3)cc2)[C@H](CO)N1C(C)=O
    -0.5	3	1	-10
CC(C)NC(=O)N1[C@H](CO)[C@H](c2ccc(C#CC3CC3)cc2)[C@@H]1C#N
    -0.7	2	76	-4
C[C@H]1CN([C@@H](C)CO)C(=O)c2cc(NC(=O)CCCN(C)C)ccc2O[C@H]1CN(C)CC1CC1
    13	10	33	2
C[C@H](CO)N1C[C@H](C)[C@H](CN(C)C(=O)C2CC2)Oc2ncc(-c3ccncc3)cc2C1=O
    -0.9	35	6	5
C[C@H](NC(=O)C[C@H]1C[C@H]2c3cc(NC(=O)CC4CC4)ccc3O[C@H]2[C@H](CO)O1)c1ccccc1
    -1.1	7	5	2
CN1C(=O)c2cc(NC(=O)c3cscn3)ccc2OC[C@@H]2O[C@@H](CC(=O)N3CCOCC3)CC[C@H]21
    -0.2	6	-26	-11
C[C@H]1CN([C@@H](C)CO)S(=O)(=O)c2ccc(-c3ccncc3)cc2O[C@@H]1CN(C)Cc1cccnc1
    nt	-39	84	4
C[C@@H]1CCCCO[C@H](CN(C)Cc2ccncc2)[C@H](C)CN([C@@H](C)CO)C(=O)c2cc(NS(=O)(=O)c3ccc(Cl)cc3)ccc2O1
    -2.1	-25	89	-18
C[C@@H]1CN([C@H](C)CO)C(=O)c2cc(NC(=O)CCN3CCOCC3)ccc2O[C@H]1CN(C)C(=O)Nc1ccc(F)cc1
    -0.4	20	-1	3
O=C(N[C@H]1CC[C@@H](CC(=O)N2CCOCC2)O[C@@H]1CO)c1cccc(F)c1
    -0.6	5	20	nt
CO[C@H]1CN(C)C(=O)c2cc(NS(=O)(=O)c3ccccc3F)ccc2OC[C@@H](C)NC[C@H]1C
    0.6	32	3	nt
CN1CCN(C(=O)C[C@@H]2CC[C@H]3[C@@H](COc4ccc(NC(=O)C5CCC5)cc4C(=O)N3C)O2)CC1
    -1.4	12	nt	-2
C[C@@H]1CN([C@H](C)CO)C(=O)c2cc(NC(=O)Nc3ccc(C(F)(F)F)cc3)ccc2O[C@@H](C)CCCCO[C@H]1CN(C)C(=O)Nc1ccc(F)cc1
    0.2	-17	87	4
C[C@@H]1CN([C@H](C)CO)C(=O)c2cc(NC(=O)NC3CCCCC3)ccc2O[C@@H]1CN(C)S(C)(=O)=O
    8.8	21	nt	-2
Cc1ccc(-c2ccc3c(c2)O[C@H](CN(C)Cc2ccc(C(=O)O)cc2)[C@@H](C)CN([C@@H](C)CO)S3(=O)=O)cc1
    3.0	-44	39	-7
CO[C@@H]1CC[C@H]2CCN(C)C(=O)[C@H](C)[C@H](OC)CN(C)C(=O)c3cc(C#N)ccc3OC[C@@H]1O2
    0.2	18	-7	nt
COc1cccc(-c2cccc(-c3nc(C(=O)N4CCN(C)CC4)cc4c3[C@@H](CCO)N(S(=O)C(C)(C)C)C4)c2)c1 (some centres undefined)
    0.4	28	39	nt
COc1ccc(NC(=O)Nc2ccc3c(c2)C(=O)N([C@H](C)CO)C[C@@H](C)[C@H](CN(C)CC2CC2)OCCCC[C@H](C)O3)cc1
    13	14	nt	1
COc1ccc(S(=O)(=O)N(C)C[C@H]2OCCCC[C@@H](C)Oc3ccc(NC(=O)Nc4c(C)noc4C)cc3C(=O)N([C@@H](C)CO)C[C@H]2C)cc1
    1.0	-50	33	-9
C[C@@H]1CN([C@H](C)CO)C(=O)CCCn2nncc2CO[C@H]1CN(C)S(C)(=O)=O
    nt	8	-2	6
C[C@H](CO)N1C[C@H](C)[C@@H](CN(C)C(=O)Nc2ccc(F)cc2)OCCCC[C@H](C)Oc2ccc(NC(=O)Nc3cccc4ccccc34)cc2C1=O
    12	-32	105*	-2
O=C(NC[C@H]1[C@H](c2ccccc2)[C@@H](CO)N1C(=O)C1CC1)NC1CCCC1
    -0.6	-63	117*	-9
CC(=O)N1CC2(C1)[C@H](c1ccccc1)[C@H](CO)N2CC1CCOCC1
    -1.2	-7	nt	1
C[C@@H]1CN([C@@H](C)CO)C(=O)c2cccc(NC(=O)Nc3cccc4ccccc34)c2O[C@H]1CN(C)C(=O)Nc1ccc(C(F)(F)F)cc1
    1.4	35	nt	nt
Cc1ccccc1S(=O)(=O)N1CC(=O)N2[C@@H](CO)[C@@H](c3ccc(C#Cc4ccccc4)cc3)[C@@H]2C1
    -1.8	-9	nt	2
C[C@@H]1CCCCO[C@@H](CN(C)C(=O)C2CCCCC2)[C@H](C)CN([C@H](C)CO)C(=O)c2cc(NS(=O)(=O)c3ccc(F)cc3)ccc2O1
    -1.0	-24	54	-6
C[C@@H]1CN([C@H](C)CO)C(=O)Cc2cc(NC(=O)Nc3cccc4ccccc34)ccc2O[C@@H]1CN(C)C(=O)Nc1ccccc1
    -1.5	-18	32	-1
C[C@@H]1CN([C@@H](C)CO)C(=O)c2cc(-c3ccc(F)cc3)cnc2O[C@@H]1CN(C)Cc1cccnc1
    -1.2	26	70	4
CCCC(=O)Nc1ccc2c(c1)C(=O)N(C)C[C@@H](OC)[C@H](C)CN(Cc1cccc(F)c1)[C@H](C)CO2
    -1.0	-41	-11	nt
COc1ccccc1C(=O)Nc1ccc2c(c1)OC[C@H](C)N(C)C[C@@H](C)[C@H](OC)CN(C)C2=O
    -1.6	-2	39	nt
C[C@H](CO)N1C[C@H](C)[C@H](CN(C)C(=O)C2CC2)OCc2ccccc2-c2c(n(C)c3ccccc23)C1=O
    1.6	-22	?	2
C[C@@H]1CN([C@@H](C)CO)C(=O)Cc2cc(NC(=O)CCN3CCOCC3)ccc2O[C@@H]1CN(C)S(=O)(=O)c1cccs1
    -0.9	-16	73	1
C[C@H](CO)N1C[C@H](C)[C@H](CN(C)S(=O)(=O)c2ccccc2)Oc2c(NC(=O)C3CCCCC3)cccc2C1=O
    -0.6	-50	51	3
CCCC(=O)N1CCC2(CC1)CN(S(=O)(=O)c1ccc(C)cc1)[C@@H](CO)c1[nH]c3cc(OC)ccc3c12
    -1.2	-92*	nt	4
C[C@H]1CN([C@@H](C)CO)C(=O)c2cc(C#CCN(C)C)cnc2O[C@@H]1CN(C)C(=O)CN1CCOCC1
    4.2	36	-23	-2
CCNC(=O)C[C@@H]1CC[C@H]2[C@@H](COc3ccc(NC(=O)Cc4cccs4)cc3C(=O)N2C)O1
    0.1	4	9	5
CC(=O)N(C)C[C@H]1Oc2cc(C3=CCCCC3)ccc2S(=O)(=O)N([C@@H](C)CO)C[C@H]1C
    0.8	26	31	nt
C[C@@H]1CN([C@@H](C)CO)C(=O)c2cc(C#Cc3ccncc3)cnc2O[C@H]1CN(C)C(=O)c1ccccc1F
    0.6	2	nt	11
C[C@H]1CN([C@@H](C)CO)C(=O)c2cccc(NS(=O)(=O)c3cn(C)cn3)c2O[C@@H]1CN(C)S(=O)(=O)c1cn(C)cn1
    1.8	22	-23	-6

Reformatted: entries from further up
SMILES,KDM4C inh,Pf Dd2 growth,T cruzi growth,C diff growth
C[C@H](CO)N1C[C@H](C)[C@@H](CN(C)C(=O)Nc2ccc(F)cc2)OCCCC[C@H](C)Oc2ccc(NC(=O)Nc3cccc4ccccc34)cc2C1=O,12,-32,105*,-2
CCCC(=O)Nc1ccc2c(c1)C(=O)N(C)C[C@@H](OC)[C@H](C)CN(Cc1cccc(F)c1)[C@H](C)CO2,-1.0,-41,-11,nt

Copied from the list:
KDM4C inh result of `O=C(N[C@H]1CC[C@@H](CC(=O)N2CCOCC2)O[C@@H]1CO)c1cccc(F)c1` : -0.6
T cruzi growth result of `CC(=O)N(C)C[C@H]1Oc2cc(C3=CCCCC3)ccc2S(=O)(=O)N([C@@H](C)CO)C[C@H]1C` : 31
C diff growth result of `C[C@H]1CN([C@@H](C)CO)C(=O)c2cc(C#CCN(C)C)cnc2O[C@@H]1CN(C)C(=O)CN1CCOCC1` : -2
Pf Dd2 growth result of `C[C@@H]1CCCCO[C@@H](CN(C)C(=O)C2CCCCC2)[C@H](C)CN([C@H](C)CO)C(=O)c2cc(NS(=O)(=O)c3ccc(F)cc3)ccc2O1` : -24
KDM4C inh result of `C[C@H](CO)N1C[C@H](C)[C@H](CN(C)S(=O)(=O)c2ccccc2)Oc2c(NC(=O)C3CCCCC3)cccc2C1=O` : -0.6

(cont.)
Order of results – KDM4C inh	Pf Dd2 growth	T cruzi growth	C diff growth
C[C@@H]1CN([C@H](C)CO)C(=O)c2cc(NC(=O)C3CC3)ccc2O[C@@H]1CN(C)S(=O)(=O)c1ccccc1
    -0.3	1	nt	-3
C[C@H](CO)N1C[C@H](C)[C@@H](CN(C)Cc2ccc(-c3ccccc3)cc2)Oc2ncc(C#C[C@@H](C)O)cc2C1=O
    1.5	-44&-38	nt	2&0
C[C@H](CO)N1C[C@H](C)[C@@H](CN(C)C)Oc2ncc(-c3cccc(C(=O)N(C)C)c3)cc2C1=O
    -0.7	39	-10	-2
C[C@H](NC(=O)C[C@H]1C[C@H]2c3cc(NC(=O)Nc4ccc(C(F)(F)F)cc4)ccc3O[C@H]2[C@@H](CO)O1)c1ccccc1
    -0.7	-27	?	9
CN(C)C(=O)c1cccc(-c2ccc([C@H]3[C@H]4CN(C(=O)C5CCCC5)CC(=O)N4[C@H]3CO)cc2)c1
    0.4	24	nt	-5
C[C@H](CO)N1C[C@H](C)[C@@H](CN(C)C(=O)c2ccncc2)OCCCC[C@H](C)Oc2ccc(NS(=O)(=O)c3cn(C)cn3)cc2C1=O
    1.0	4	13	5
C[C@@H]1CN([C@@H](C)CO)C(=O)CCCn2nncc2CO[C@H]1CN(C)C(=O)CCC(F)(F)F
    -1.4	-5&0	-19&9	-10
